Source: PubChem (Sanford-Burnham Center for Chemical Genomics)
Gli-Sufu antag – blocks Gli-Sufu signaling in a luciferase reporter; Sufu-KO-LIGHT fibroblasts, Gli luciferase reporter luminescence; inhibition, % at 5 µM; 340,000 compounds, 0.74% hits; AID 588413;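 active = inhibition above about 55%, limit read from the data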;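 note: 0% = DMSO-treated cells and 100% = wells with medium but no cells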
SENP8 inh – SENP8 protease inhibition; Q96LD8; purified SENP8, Z-RLRGG-aminoluciferin cleavage, luminescence; inhibition, % at 10 µM; 330,000 compounds, 1.2% hits
HKDC1 inhibitor – blocks human hexokinase HKDC1 activity. Q2TB90. recombinant HKDC1, G6PDH/diaphorase resazurin coupled fluorescence. inhibition, % at 20 µM. 340,000 compounds, 0.16% hits. AID 493160;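 active = inhibition above about 35% when tested at 20 µM, limit read from the data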;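 note: plate controls were DMSO wells with enzyme for no effect and DMSO wells lacking enzyme for full effect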
Target sequence (Q2TB90 whole entry, looked up): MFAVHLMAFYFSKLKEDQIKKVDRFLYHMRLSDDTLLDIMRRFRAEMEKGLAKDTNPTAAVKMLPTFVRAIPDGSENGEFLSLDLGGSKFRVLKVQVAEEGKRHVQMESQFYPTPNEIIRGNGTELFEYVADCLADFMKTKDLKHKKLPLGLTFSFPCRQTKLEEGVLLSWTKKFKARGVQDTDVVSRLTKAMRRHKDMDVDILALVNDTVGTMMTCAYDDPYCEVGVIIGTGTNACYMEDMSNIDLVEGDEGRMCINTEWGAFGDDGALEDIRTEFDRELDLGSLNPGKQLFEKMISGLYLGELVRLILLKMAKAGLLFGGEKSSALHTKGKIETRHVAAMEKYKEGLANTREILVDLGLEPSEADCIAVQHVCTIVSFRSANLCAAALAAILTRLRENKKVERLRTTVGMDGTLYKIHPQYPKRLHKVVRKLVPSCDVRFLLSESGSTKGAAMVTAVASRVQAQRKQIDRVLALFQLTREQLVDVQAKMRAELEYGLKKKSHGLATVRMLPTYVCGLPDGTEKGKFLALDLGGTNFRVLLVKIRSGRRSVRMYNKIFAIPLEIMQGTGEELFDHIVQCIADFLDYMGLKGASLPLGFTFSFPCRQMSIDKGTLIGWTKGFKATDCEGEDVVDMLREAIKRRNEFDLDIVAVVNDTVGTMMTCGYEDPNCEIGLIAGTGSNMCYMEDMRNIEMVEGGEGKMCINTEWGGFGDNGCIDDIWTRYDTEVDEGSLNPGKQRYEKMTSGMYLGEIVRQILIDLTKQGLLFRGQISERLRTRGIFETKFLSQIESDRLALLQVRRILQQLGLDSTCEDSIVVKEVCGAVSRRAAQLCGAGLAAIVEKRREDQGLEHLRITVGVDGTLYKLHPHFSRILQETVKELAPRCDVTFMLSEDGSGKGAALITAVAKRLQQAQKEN
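Incubation: 90 min at room temperature in dark / Material: recombinant HKDC1 (HK5) hexokinase enzyme, produced in-house / Quantity: enzyme 5 µg/mL final / Compound: one dose of 20 µM, 1% DMSO / Reagent: glucose and ATP substrates / Buffer or medium: Tris pH 8.0 buffer with MgCl2, Tween-20, BSA, BME / Technique: resorufin fluorescence at 613 nm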
SENP7 inh – inhibitors of human SENP7 protease. inhibition, % at 5 µM. 330,000 compounds, 1.5% hits. recombinant SENP7, Z-RLRGG-aminoluciferin luminescence, 40 min. AID 434973;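 active = inhibition above about 50% at the single test dose, limit read from the data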;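 note: plate controls were DMSO with enzyme for no effect and no enzyme buffer wells for full effect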
UBC13 inh – human UBC13 polyubiquitination inhibition; P61088; UBC13 polyubiquitin chain formation, TR-FRET; inhibition, % at 20 µM; AID 485273; 330,000 compounds, 0.47% hits; in the data active = inhibition above about 45%, passing the limit was not always enough
Target sequence (P61088 whole entry, looked up): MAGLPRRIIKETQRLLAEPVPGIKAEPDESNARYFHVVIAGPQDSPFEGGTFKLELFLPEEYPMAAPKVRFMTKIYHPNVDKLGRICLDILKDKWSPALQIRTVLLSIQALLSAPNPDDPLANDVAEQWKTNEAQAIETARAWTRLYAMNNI
Jurkat NFkB inh – inhibitors of the PMA/ionomycin-induced NF-kB reporter in Jurkat cells | AID 435003 | inhibition, % at 4 µM | PMA/ionomycin-induced NF-kB luciferase reporter, luminescence | 330,000 compounds, 0.53% hits
Apaf1 inhib – human Apaf-1 inhibition | AID 489030 | reconstituted apoptosome caspase-3 activity, DEVD-Rh110 fluorescence | 330,000 compounds, 0.71% hits | inhibition, % at 20 µM | O14727; active = inhibition of at least 40% at 20 µM;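 note: plate controls were DMSO wells for no effect and DEVD-CHO caspase inhibitor wells for full effect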
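Medium: Hepes buffer, pH 7.5 / System: biochemical Apaf-1 apoptosome reconstitution / Measured by: Rh110 fluorescence, excitation 480 nm, emission 540 nm / Times: compound with Apaf-1, dATP, procaspase-3 30 min, then 50 min reaction, room temperature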
697 NFkB inh – inhibitors of the PMA/ionomycin-induced NF-kB reporter in 697 B cells; 697 B-cell NF-kB luciferase reporter, 16 h; inhibition, % at 4 µM; 330,000 compounds, 0.33% hits; in the data active = inhibition above about 35%
Starred values were filed as active, the others as inactive; nt = no result given. Cut-off read from the data, not from the text of the source, unless noted: active = inhibition above about 50%; inactive = the rest.

Screens in order: Gli-Sufu antag	UBC13 inh	Apaf1 inhib	Jurkat NFkB inh	SENP7 inh	SENP8 inh	HKDC1 inhibitor	697 NFkB inh
COC(=O)c1ccc(CNC(=O)c2ccc(NS(=O)(=O)c3ccc4[nH]c(=O)[nH]c4c3)cc2)cc1
  -5.8	-5.4	6.6	-2.1	4.9	-5.9	2.8	0.2
CCOc1ccc2oc(C(=O)OCC(=O)NCc3ccc(OC)cc3)c(C)c2c1
  -7.6	9.8	7.0	-0.6	6.5	-1.4	-4.6	-4.1
Cc1oc2ccc(O)c(CN3CCOCC3)c2c1C(=O)c1ccc(Cl)cc1
  6.5	-1.9	16.1	24.6	-2.5	-3.0	6.6	13.0
O=C(Nc1cccc(S(=O)(=O)N2CCCCCC2)c1)c1cncc(Br)c1
  2.3	11.2	10.6	-6.8	8.2	5.6	-0.8	-2.4
CCC(CO)NC(=O)c1ccc(-c2nn(C)c(=O)c3ccccc23)cc1 (centres undefined)
  7.8	-4.5	18.2	0.8	-7.2	1.7	-1.5	8.3
CC1CCN(C(=S)Nc2ccc(F)cc2)CC1
  64.4*	5.9	3.5	0.2	-1.3	1.5	-6.4	-5.0
C#CCOC(=O)C[N+](C)(C)CC#Cc1ccccc1
  5.0	-16.3	8.4	-9.7	-7.6	-7.1	-10.6	-12.4
CC(=O)N1CCN(CCS(=O)(=O)c2cc(Cl)ccc2Cl)CC1
  3.5	1.3	-3.9	4.1	-2.9	5.6	-0.2	22.6
CN(c1ccc(OCC(=O)OCC(=O)Nc2ccc(Br)cc2)cc1)S(=O)(=O)c1cccs1
  -2.0	-1.9	8.9	2.7	-9.1	-5.8	-4.8	3.6
Cc1ccc(N(CCC#N)C(=O)COC(=O)C2=COCCO2)cc1
  -2.7	1.0	-2.3	18.4	3.7	-2.2	-0.3	7.7
Cc1ccc(-c2c(C#N)c(N)nc3c2CCCCC3)o1
  5.4	19.3	-3.0	-3.7	0.2	-4.1	-6.8	-0.4
CCN(Cc1ccccc1)C(=O)CC(=O)N(CC)Cc1ccccc1
  10.7	6.4	1.9	-4.2	5.3	5.3	-6.6	20.5
OC(C#CCN1CCOCC1)(c1ccccc1)C1CCCCC1 (centres undefined)
  -1.4	0.3	2.2	0.2	-2.4	-7.9	-2.9	-3.1
O=c1oc2ccccc2c(NC2CCCCC2)c1NS(=O)(=O)c1ccc(Br)cc1
  nt	-6.1	15.6	-6.5	1.4	-8.4	9.7	-8.3
Cc1ccc(C(=O)NNC(=O)c2csc(N3CCOCC3)n2)s1
  -2.0	3.5	2.3	4.3	-9.0	3.8	-6.7	6.7

Entries above that contain two or more sulfur atoms:
Screens in order: Gli-Sufu antag	UBC13 inh	Apaf1 inhib	Jurkat NFkB inh	SENP7 inh	SENP8 inh	HKDC1 inhibitor	697 NFkB inh
CN(c1ccc(OCC(=O)OCC(=O)Nc2ccc(Br)cc2)cc1)S(=O)(=O)c1cccs1
  -2.0	-1.9	8.9	2.7	-9.1	-5.8	-4.8	3.6
Cc1ccc(C(=O)NNC(=O)c2csc(N3CCOCC3)n2)s1
  -2.0	3.5	2.3	4.3	-9.0	3.8	-6.7	6.7

Back to the main list with the 2 entries that preceded the break.
Screens in order: Gli-Sufu antag	UBC13 inh	Apaf1 inhib	Jurkat NFkB inh	SENP7 inh	SENP8 inh	HKDC1 inhibitor	697 NFkB inh
O=c1oc2ccccc2c(NC2CCCCC2)c1NS(=O)(=O)c1ccc(Br)cc1
  nt	-6.1	15.6	-6.5	1.4	-8.4	9.7	-8.3
Cc1ccc(C(=O)NNC(=O)c2csc(N3CCOCC3)n2)s1
  -2.0	3.5	2.3	4.3	-9.0	3.8	-6.7	6.7
CC(NC(=O)COC(=O)c1cn(-c2ccccc2)nc1-c1cccs1)c1ccccc1 (centres undefined)
  2.6	-9.7	10.5	2.9	3.1	0.5	-7.3	10.8
COc1ccc(/C=C/C(=O)C2C(=O)C=C(C)OC2=O)cc1O (centres undefined)
  -18.0	9.6	2.9	2.3	0.6	-6.7	-2.9	15.6
CCOC(=O)CSc1nc(C)c2cc(OC)ccc2n1
  4.5	9.9	-1.5	-12.6	0.9	-5.1	1.1	18.0
O=C(Nc1ccc(-c2csc(Nc3ccc(Cl)cc3)n2)cc1)c1cc([N+](=O)[O-])cc(C(F)(F)F)c1
  22.5	-64.7	-12.9	6.4	-2.4	4.2	-1.3	-19.2
O=C(Oc1ccc(/C=N/NC(=O)c2ccccc2O)cc1)c1ccccc1
  2.6	-1.0	-2.2	-0.7	12.1	-2.4	-4.6	-21.2
C=CCOC(=O)C1=C[C@@H](c2ccc(C(F)(F)F)cc2)C[C@@H](OCCCCO)O1
  -2.4	2.3	19.5	15.8	4.6	-6.1	-0.7	2.4
O=C(CN1C(=O)NC2(CCc3ccccc32)C1=O)c1cccs1 (centres undefined)
  -0.2	3.3	-10.4	8.6	6.8	4.0	-4.0	8.2
O=C(Nc1ccc(Oc2ncccn2)cc1)c1ccco1
  -13.3	8.3	-0.5	-19.3	-4.2	-5.9	1.2	11.3
N/C(=N\c1nc2ccccc2o1)NC(=O)c1ccccc1Br
  -36.8	2.7	-11.0	-48.7	-6.2	-2.0	-2.3	-94.7
CC(C)CC(=O)NC(=S)Nc1cc(C(F)(F)F)ccc1N1CCOCC1
  11.8	1.3	3.7	-2.8	3.0	4.9	10.4	1.4
CCOC(=O)C1=C(COC(=O)c2ccccc2[N+](=O)[O-])NC(=O)NC1C (centres undefined)
  -7.4	7.4	2.8	-6.4	-7.7	1.7	-6.7	21.7
CCOC(=O)c1ccc(N2CCOCC2)c(NC(=O)c2ccc3c(c2)OCO3)c1
  3.4	8.4	1.6	8.6	-7.0	-1.0	-2.0	-3.1
CN1C[C@H](C(=O)NC2(C)OC3(O)[C@@H]4CCCN4C(=O)[C@H](Cc4ccccc4)N3C2=O)CC2c3cccc4[nH]cc(c34)C[C@H]21 (some centres undefined)
  -6.3	23.8	20.8	-6.2	3.0	-4.1	-3.0	-5.9
CC(C)(C)c1ccc(-c2n[nH]c(=S)n2/N=C/c2ccncc2)cc1
  -17.4	-14.3	16.6	-13.3	-9.2	-8.3	1.8	-45.0
CCOC(=O)c1ccc(NC(=S)Nc2ccc(Br)cc2N)cc1
  1.6	0.6	4.7	-6.6	-2.7	-10.4	1.5	-1.9

Additional records.
Screens in order: Gli-Sufu antag	UBC13 inh	Apaf1 inhib	Jurkat NFkB inh	SENP7 inh	SENP8 inh	HKDC1 inhibitor	697 NFkB inh
COc1cc2nc(N3CCNCC3)nc(N)c2cc1OC
  1.6	106.8*	60.7*	-30.8	-5.2	-6.7	0.1	-19.5
COc1ccc(CCC(=O)N2CCN(c3ccccc3)CC2)cc1OC
  -2.7	8.7	-1.0	8.8	-3.5	1.6	-2.7	10.2
COc1ccccc1-n1nnnc1SCC(=O)Nc1ccccc1
  -0.4	-8.2	-10.0	4.0	1.4	-0.5	-4.8	5.5
CCN(CC(=O)Nc1cccc(C(C)=O)c1)S(=O)(=O)c1ccccc1
  2.0	-5.8	7.2	-15.9	-7.2	-6.1	-10.0	-22.4
CCOC(=O)CNC(=O)c1cc2c(=O)[nH]c3ccc(C)cc3c2s1
  -3.2	14.5	8.0	0.0	0.5	-7.8	4.8	3.3
COCc1cc(N2CCOCC2)nc(SCc2ccc(Cl)cc2)n1
  2.7	-2.6	17.8	-2.6	0.1	-7.4	-9.7	-41.6
CCOC(=O)C1=C(CS(=O)(=O)c2ccc(F)cc2)NC(=O)NC1c1ccc(O)c(O)c1 (centres undefined)
  0.0	4.0	2.6	9.5	-4.2	4.3	2.4	20.0
Cc1cc(C)n2nc(SCc3nnc(SCCCCl)o3)nc2n1
  5.2	2.9	-1.6	8.5	10.0	6.9	4.6	8.3
O=C(OCC(=O)N1CCN(C(=O)c2ccco2)CC1)c1cc(-c2cccc(Br)c2)nc2ccccc12
  -6.1	16.2	16.1	-3.3	1.3	-0.6	1.1	15.0
NS(=O)(=O)c1ccc(CCNC(=O)CNC(=O)C2CCCCC2)cc1
  3.1	-0.8	-21.8	-1.4	-4.5	0.3	-1.2	17.9
CCCCCCC1(C)NC(=O)N(C(C)C(=O)Nc2ccc(N3CCOCC3)cc2)C1=O (centres undefined)
  -9.8	-23.8	2.3	-27.0	-4.1	-3.9	1.9	-16.9
O=C(CN(Cc1ccccc1)S(=O)(=O)c1ccc(Br)cc1)NCc1ccco1
  4.4	6.9	-0.3	11.5	1.3	1.0	18.7	22.0
Cc1ccc(CNC(=O)CN(c2ccc(C)cc2)S(=O)(=O)c2c(C)n[nH]c2C)cc1
  57.2*	-3.9	6.3	3.4	-4.5	-3.0	1.8	-5.3
CN(C)c1cccc(C(=O)Nc2nnc(Cc3ccccc3)s2)c1
  -35.7	2.2	34.9	-15.6	7.4	-1.1	-3.8	-3.0
CC(=O)c1ccc(NC(=O)C(C)n2c3ccccc3c3nc(=O)cc(C)n32)cc1 (centres undefined)
  -2.2	2.7	-0.1	5.5	-2.0	-9.0	-4.6	9.2

Later entries
Screens in order: Gli-Sufu antag	UBC13 inh	Apaf1 inhib	Jurkat NFkB inh	SENP7 inh	SENP8 inh	HKDC1 inhibitor	697 NFkB inh
CCn1c(C(=O)O)c(CC(=O)Nc2ccccc2F)c2ccccc21
  -1.7	-4.6	4.4	-2.8	-11.6	-4.2	-9.8	-9.5
COc1ccc(CCNC(=O)CN(c2ccc(OC)c(OC)c2)S(C)(=O)=O)cc1
  3.3	3.4	1.9	3.7	0.7	5.9	-0.1	7.7
O=C(O)c1ccc(Cl)c(NCc2cccs2)c1
  -15.3	-2.2	-4.2	-3.9	1.7	-7.5	2.6	2.3
COc1cc2cc(C(=O)N3CCC(Cc4ccccc4)CC3)[nH]c2cc1OC
  6.6	1.2	21.7	14.6	5.4	-2.3	3.1	7.6
Cn1c(=O)c2cc(S(=O)(=O)NC(C(=O)NCc3ccccn3)c3ccccc3)ccc2n(C)c1=O (centres undefined)
  -1.9	10.4	2.1	-10.6	1.7	1.1	-5.8	16.6
C=Cc1ccc(N=Cc2c(O)ccc3ccccc23)cc1
  -1.2	-38.7	19.5	-4.3	-0.5	-16.6	20.7	-3.7
CCC(C)(C)NC(=O)C(c1cccc(OC)c1)N(C(=O)CNC(=O)c1cccs1)c1cccnc1 (centres undefined)
  -15.9	-0.2	6.0	1.4	2.9	-2.0	-4.8	4.7
O=C(CNc1cccc(C(F)(F)F)c1)N/N=C/c1cn(-c2ccccc2)nc1-c1ccccc1
  -2.1	3.3	9.1	-1.0	2.3	2.2	-5.2	-1.4
CCC(=O)OCc1c(C(F)(F)F)nn(C)c1Sc1ccc(Cl)cc1
  5.0	-21.5	15.6	5.1	-11.1	-11.7	5.1	-19.7
C=CC[C@@H](CC(=O)N[C@@H](CO)Cc1ccccc1)C(=O)NC[C@@H](OC(=O)[C@@H](CC=C)Cc1ccc(F)cc1)c1ccccc1
  -1.6	-6.9	11.4	-3.2	2.3	-5.1	-5.6	3.8
NC(=O)c1ccsc1NC(=O)COC(=O)CNC(=O)c1cccc([N+](=O)[O-])c1
  -2.2	0.2	0.0	-0.6	-3.6	-6.8	-1.5	23.0
O=C(CSc1nnc(-c2cccc(Br)c2)o1)N1CCOCC1
  -21.7	-0.8	4.7	-4.9	-0.7	-5.0	-5.3	-13.0
CCn1c(SCC(=O)N/N=C/C=C/c2ccccc2[N+](=O)[O-])nnc1-c1ccccc1
  8.9	-7.0	-6.0	2.8	-1.0	2.3	-13.2	5.8
COc1ccc(CCNC(=O)c2oc3ccc(S(=O)(=O)N4CCOCC4)cc3c2C)cc1OC
  5.0	-32.7	4.7	5.4	-4.4	-7.4	0.0	-8.6
CN(C[C@H](Cc1ccccc1)N(C[C@@H](CC1CCCCC1)N(CCc1ccccc1)N=O)N=O)N=O
  17.9	10.4	16.8	4.3	-4.5	-4.7	1.2	16.3
CC(Nc1ccccc1)c1ccncc1 (centres undefined)
  nt	2.1	-4.9	6.3	2.5	0.8	0.1	-1.3
